# Compound activity as filed in PubChem.
# 697 NFkB inh = inhibitors of the PMA/ionomycin-induced NF-kB reporter in 697 B cells | 697 B-cell NF-kB luciferase reporter, 16 h | inhibition, % at 4 µM | 330,000 compounds, 0.33% hits; in the data active = inhibition above about 35%
# APJ ag = activates the human apelin receptor APJ. P35414. CHO-K1 APJ PathHunter beta-arrestin, luminescence; 0% DMSO wells, 100% apelin. activation, % at 20 µM. 330,000 compounds, 0.11% hits. AID 2520;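 active = activation more than six SD over the plate average, tested at 20 µM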;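 note: 0% = DMSO alone and 100% = apelin-13 at 10 nM; some results filed as inactive read as strong as hits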
# Target sequence (P35414 whole entry, looked up): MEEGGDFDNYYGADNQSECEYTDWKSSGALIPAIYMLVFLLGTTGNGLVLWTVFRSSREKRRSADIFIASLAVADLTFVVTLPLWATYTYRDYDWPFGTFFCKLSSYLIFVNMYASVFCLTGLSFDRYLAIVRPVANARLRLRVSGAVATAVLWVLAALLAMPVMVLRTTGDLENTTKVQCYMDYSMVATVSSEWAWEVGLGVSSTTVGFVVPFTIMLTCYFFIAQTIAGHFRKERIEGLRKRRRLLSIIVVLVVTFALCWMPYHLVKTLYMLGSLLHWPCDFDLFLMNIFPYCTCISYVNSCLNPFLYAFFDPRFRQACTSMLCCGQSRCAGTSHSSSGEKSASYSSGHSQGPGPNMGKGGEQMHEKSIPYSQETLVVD
#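 Test system: CHO-K1 APJ beta-arrestin complementation cell line. Amount: cell density 1000 per well. Controls: DMSO negative, 10 nM Apelin-13 positive. Signal: luminescent beta-gal fragment complementation, chemiluminescent substrate. Read-out basis: agonist-driven arrestin binding to APJ. Timing: compound stimulation 90 min at 25 °C, detection 60 min.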
# APJ antagonist = blocks the human apelin receptor APJ; CHO-K1 APJ beta-arrestin complementation, luminescence; 330,000 compounds, 0.32% hits; inhibition, % at 20 µM; P35414;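 active = inhibition above about 40% at 20 µM, limit read from the data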;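 note: cells challenged with 10 nM apelin-13 agonist together with compound; plate controls were apelin-13 plus DMSO wells for no effect and DMSO wells lacking apelin-13 for full effect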
# Mdm2-MdmX inh = inhibitors of human Mdm2/MdmX interaction; SaOS-2 split-luciferase Mdm2/MdmX complementation, luminescence; inhibition, % at 8 µM; 330,000 compounds, 3% hits;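 active = inhibition of at least 50% at 8 µM in the primary screen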
# UPR XBP1 act = activators of adaptive arm of unfolded protein response (XBP1). 330,000 compounds, 0.33% hits. activation, % at 20 µM. CHO-XBP1 luciferase reporter, IRE1-XBP1 UPR activation, luminescence; percent of tunicamycin response, DMSO as zero. AID 463104;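 active = versus positive control, 20 µM dose yields 30% or more activation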;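 note: 100% = tunicamycin at 10 µg/mL and 0% = DMSO only wells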
#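 Material: IRE1-XBP1 luciferase reporter CHO line / Quantity: one thousand reporter cells per well / Buffer or medium: F12 with 10% serum / Compound: 20 µM single concentration, DMSO 1% / Times: 6 h treatment, 37 °C / Detection: Steady-Glo luciferase glow luminescence, 10 min after reagent addition / Benchmarks: tunicamycin high, DMSO low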
# Jurkat NFkB inh = inhibitors of the PMA/ionomycin-induced NF-kB reporter in Jurkat cells; PMA/ionomycin-induced NF-kB luciferase reporter, luminescence; 330,000 compounds, 0.53% hits; inhibition, % at 4 µM; in the data active = inhibition above about 50%
# tim23-1 inh = growth inhibitors of tim23-1 mutant yeast | S. cerevisiae tim23-1 growth, BacTiter-Glo luminescence, 24 h | inhibition, % at 20 µM | 330,000 compounds, 1.3% hits;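 active = growth inhibition of the mutant yeast at or above 50%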;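 note: temperature-sensitive mutant grown at 25 °C; plate controls were DMSO-treated mutant yeast for no effect and medium wells lacking yeast for full effect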
# CHOP UPR activ = apoptotic UPR (CHOP) activation; CHO-CHOP luciferase reporter, luminescence; percent of tunicamycin response over DMSO baseline; activation, % at 10 µM; 330,000 compounds, 0.34% hits; AID 449763;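 active = at 10 µM dose, activation of 40% or more, normalized to positive control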;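 note: 100% = tunicamycin at 10 µg/mL and 0% = DMSO alone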
#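 Dosing – one dose, 10 µM in 0.5% DMSO · System – CHO-CHOP cells, stable luciferase reporter of PERK-eIF2a-CHOP signalling · Input – 500 cells/well · Control set – tunicamycin 10 µg/mL final as positive, DMSO-only wells as negative · Timing – 6 h compound treatment, 37 °C · Measure – % activation vs tunicamycin · Technique – luminescence read with Steady-Glo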
# An asterisk follows results filed as active; . = no result given; & = joins results of further samples.
SMILES,697 NFkB inh,APJ ag,APJ antagonist,Mdm2-MdmX inh,UPR XBP1 act,Jurkat NFkB inh,tim23-1 inh,CHOP UPR activ
Cc1[nH]c(C)c(S(=O)(=O)N2CCN(c3cccc(C(F)(F)F)c3)CC2)c1C(=O)N1CCCC1,7,1,27,15,-4,-8,2,0.0
Cc1nc2oc3ccc(Cl)cc3c(=O)c2cc1C(=O)O,-11,-2,25,-8,2,3,5,3.3
CC(=O)Nc1ccccc1Nc1nc(NCCO)nc(N2CCCC2)n1,-12,8,-4,-14,3,1,9,0.1
O=C(CNCCC1=CCCCC1)Nc1ccc(N2CCCCCC2)cc1,-1,1,-14,-13,-1,-21,-22,-5.2
COc1ccc(C(CC(=O)Nc2ncccc2C)N2Cc3ccccc3C2=O)cc1 (stereo not drawn),14,-2,11,-3,-3,-5,8,0.3
Cc1noc(C)c1C(=O)NCCc1c(C)[nH]c2ccccc12,-11,1,12,-17,1,-8,13,-1.2
NC(=O)[C@@H]1CCCN1Cc1nc(-c2cccs2)no1,5,-2,-13,12,-1,-10,-3,-1.2
O=C(O)c1ccc(CN(Cc2ccccc2)S(=O)(=O)c2ccc(Cl)cc2)cc1,0,2,12,0,-5,1,21,1.3
COc1ccc(/C=C/C2=CC(C)(C)NC(=S)N2)cc1,-15,-2,13,18,-5,4,4,0.5
Cc1ccc(S(=O)(=O)CCC(=O)Nc2nnc(-c3cccs3)o2)cc1,-8,8,-14,27,-2,8,2,1.2
Cc1c(C(O)CN2CCN(Cc3ccc4c(c3)OCO4)CC2)c2ccccc2n1C (stereo not drawn),16,-5,13,24,-5,18,21,0.2
Cc1nn(-c2ccccc2)c(C)c1NC(=O)COC(=O)Cc1ccccc1F,16,-6,-73,8,0,-3,-4,-0.4
Cc1ccc(-c2noc(C3CCCN(C(=O)c4c(F)cccc4F)C3)n2)cc1 (stereo not drawn),7,-1,-13,-12,4,7,17,-1.0
O=C(Cn1c(NCCO)nc2ccccc21)Nc1cccc(S(=O)(=O)N2CCCC2)c1,-2,0,6,18,-2,4,6,-0.6
Cc1nnc2sc(-c3cccc(F)c3)nn2c1=O,13,-1,22,-5,-7,14,3,-0.5
CCN1C(=O)[C@H]2[C@H]3CN=C(SCC4CC4)N3[C@@](CC)(C(=O)OC)[C@H]2C1=O,2,.,.,10,5,.,15,0.1
O=C(NOC(=O)c1ccccc1)c1ccccc1,-18,1,-4,3,4,-14,64*,0.8
CN(C)c1cccc(C(=O)OCCNC(=O)c2cccc(S(=O)(=O)N3CCOCC3)c2)c1,-18,-3,-22,1,-1,9,6,0.7
O=C(O)c1ccc2nc3c(nc2c1)-c1ccccc1C3=O,16,1,-18,-7,2,11,5,1.5
CCNC(=O)NC(=O)COC(=O)c1cccc(S(=O)(=O)N2CC3(C)CC2CC(C)(C)C3)c1 (stereo not drawn),11,-3,-19,-2,-3,-8,24,-1.6

# Rewritten with values under each structure: part of the list above
# The line under a structure holds: 697 NFkB inh | APJ ag | APJ antagonist | Mdm2-MdmX inh | UPR XBP1 act | Jurkat NFkB inh | tim23-1 inh | CHOP UPR activ
NC(=O)[C@@H]1CCCN1Cc1nc(-c2cccs2)no1
 : 5 | -2 | -13 | 12 | -1 | -10 | -3 | -1.2
O=C(O)c1ccc(CN(Cc2ccccc2)S(=O)(=O)c2ccc(Cl)cc2)cc1
 : 0 | 2 | 12 | 0 | -5 | 1 | 21 | 1.3
COc1ccc(/C=C/C2=CC(C)(C)NC(=S)N2)cc1
 : -15 | -2 | 13 | 18 | -5 | 4 | 4 | 0.5
Cc1ccc(S(=O)(=O)CCC(=O)Nc2nnc(-c3cccs3)o2)cc1
 : -8 | 8 | -14 | 27 | -2 | 8 | 2 | 1.2
Cc1c(C(O)CN2CCN(Cc3ccc4c(c3)OCO4)CC2)c2ccccc2n1C (stereo not drawn)
 : 16 | -5 | 13 | 24 | -5 | 18 | 21 | 0.2
Cc1nn(-c2ccccc2)c(C)c1NC(=O)COC(=O)Cc1ccccc1F
 : 16 | -6 | -73 | 8 | 0 | -3 | -4 | -0.4
Cc1ccc(-c2noc(C3CCCN(C(=O)c4c(F)cccc4F)C3)n2)cc1 (stereo not drawn)
 : 7 | -1 | -13 | -12 | 4 | 7 | 17 | -1.0
O=C(Cn1c(NCCO)nc2ccccc21)Nc1cccc(S(=O)(=O)N2CCCC2)c1
 : -2 | 0 | 6 | 18 | -2 | 4 | 6 | -0.6
Cc1nnc2sc(-c3cccc(F)c3)nn2c1=O
 : 13 | -1 | 22 | -5 | -7 | 14 | 3 | -0.5
CCN1C(=O)[C@H]2[C@H]3CN=C(SCC4CC4)N3[C@@](CC)(C(=O)OC)[C@H]2C1=O
 : 2 | . | . | 10 | 5 | . | 15 | 0.1
O=C(NOC(=O)c1ccccc1)c1ccccc1
 : -18 | 1 | -4 | 3 | 4 | -14 | 64* | 0.8
CN(C)c1cccc(C(=O)OCCNC(=O)c2cccc(S(=O)(=O)N3CCOCC3)c2)c1
 : -18 | -3 | -22 | 1 | -1 | 9 | 6 | 0.7
O=C(O)c1ccc2nc3c(nc2c1)-c1ccccc1C3=O
 : 16 | 1 | -18 | -7 | 2 | 11 | 5 | 1.5
CCNC(=O)NC(=O)COC(=O)c1cccc(S(=O)(=O)N2CC3(C)CC2CC(C)(C)C3)c1 (stereo not drawn)
 : 11 | -3 | -19 | -2 | -3 | -8 | 24 | -1.6

# (cont.)
SMILES,697 NFkB inh,APJ ag,APJ antagonist,Mdm2-MdmX inh,UPR XBP1 act,Jurkat NFkB inh,tim23-1 inh,CHOP UPR activ
c1cc(C2OCCN2CC2COC3(CCCC3)O2)ccn1 (stereo not drawn),9,-1,3,23,-2,11,9,0.6
CSc1cccc(NS(=O)(=O)c2ccc3c(c2)NC(=O)C(C)C(=O)N3)c1 (stereo not drawn),12,-1,5,-16,4,6,11,-0.5
Cc1ccc(C2Nc3ccccc3NC3=C2C(=O)OC(C)C3)cc1 (stereo not drawn),13,-1,5,12,-2,10,4,-0.7
CC1CCCN(C(=O)CSc2ncccn2)C1 (stereo not drawn),-3,-5,13,13,0,15,15,1.0
O=C(Nc1ccc(Oc2ccccc2)cc1)c1cnc2n(c1=O)CCS2,-23,0,-2,16,5,16,4,4.5
Cc1ccc(S(=O)(=O)N(C)C)cc1NC(=O)C(C)OC(=O)c1ccc2ccccc2n1 (stereo not drawn),7,-4,-6,-6,-2,1,7,0.7
Cc1ccnc(Nc2nc(-c3ccc(O)cc3O)cs2)c1,-59,4,-20,7,1,-38,86*,6.0
NC(=S)N/N=C/c1coc2ccc(Cl)cc2c1=O,-2,3,-45,34,-1,-4,82*,-1.2
O=C(/C=C/c1ccco1)N/C(=C\c1ccco1)C(=O)NCCc1nc2ccccc2[nH]1,1,-4,-1,15,-2,-1,-10,3.2
Cc1cc(Cl)ccc1OCC(=O)N1CCN(c2ncccn2)CC1,18,-2,7,2,-1,6,35,0.5
CCOc1ccc(CCNC(=O)C2CCN(C(=O)N(C)C)CC2)cc1OCC,10,-5,4,-7,-4,-10,-4,-1.3
COc1ccc(C(C(=O)NCC2CCCO2)N(C(=O)c2snc(C(N)=O)c2N)c2ccccc2)cc1OC (stereo not drawn),6,4,-11,-10,-2,-12,16,0.4
CC(C)(C)NC(=O)NC(=O)COC(=O)COc1ccc2c(c1)CCC2,-11,-6,-3,11,-2,-15,7,-1.3
CCCCN(CC)CCNC(=O)C1c2cc(OC)c(OC)cc2C(=O)N2CCc3ccccc3C12 (stereo not drawn),3,-2,13,17,-1,1,4,-1.4
Cc1cccc(OCCNc2cc(N3CCOCC3)ccc2[N+](=O)[O-])c1,-8,0,1,16,0,-16,11,3.5
COc1ccc(C)c2sc(NNC(=O)COc3ccccc3)nc12,-4,0,-4,-1,-3,-9,-9,-0.3
CC(=O)c1cccc(NC(=O)COC(=O)C2=COCCO2)c1,12,-3,11,-11,2,5,0,0.3
O=c1[nH]c2ccccc2nc1/C=C/c1ccc(F)cc1,-60,-1,1,-82,-1,-37,13,9.1
COc1ccc(NC(=O)CCN2C(=O)NC3(CCCC3)C2=O)cc1Cl,-10,-2,-1,2,2,-5,4,1.7
Cc1ccc(CN2CCC(CNC(=O)c3ccc(NC(=O)C4=CSCCO4)cc3)CC2)cc1,-25,2,16,21,5,5,4,1.3
CCOC(=O)CSc1ccc2nnc(-c3ccccc3)n2n1,-4,0,-4,4,-1,-15,3,-2.4
CC1=C(C(=O)OCCCCCl)C(c2cc3c(cc2Br)OCO3)NC(=O)N1 (stereo not drawn),9,2,9,0,-3,1,15,1.5
COc1ccc(CNC(=O)COC(=O)c2ccc3ccccc3n2)cc1,-7,1,-8,7,-2,-3,17,-1.3
CCOC(=O)N1CCN(S(=O)(=O)N2CCCC(C(=O)NCc3ccc(OC)cc3)C2)CC1 (stereo not drawn),8,-3,25,17,-1,-1,3,1.1
C=CCN1C(=NC(=O)COc2ccc(Cl)cc2)SC2CS(=O)(=O)CC21 (stereo not drawn),3,4,-10,-5,2,9,15,-0.9
COc1ccccc1CNC(=O)c1cc(C2CC2)nc2c1cnn2C(C)C,9,-1,0,15,4,-4,44,-0.2
O=C(CSc1nnc2n(C3CCCC3)c(=O)c3ccccc3n12)N1CCCCCC1,26,4,-7,32,-2,-1,20,-0.5
Cc1ccccc1NC(=O)c1cc(S(=O)(=O)N2CCOCC2)ccc1F,5,-3,7,0,1,-2,16,-0.4
O=C1c2ccccc2-c2nc3ccccc3n21,-27&-21,-5&-4,-15&7,3&-7,1&-5,-13&-20,23&16,0.9&0.0
COCCCn1c(SCC(=O)NC2CCCC2)nnc1-c1ccccc1,17,-2,17,8,-7,10,-3,0.9
O=C(Nc1ccc(F)cc1F)c1cc(-c2ccc3c(c2)OCO3)on1,-8,-1,-13,-12,2,-66,3,-1.0
COc1cccc(NC(=O)CN2CCSc3ccccc32)c1,-1,-2,-13,-3,4,3,15,1.3
CCOc1ccc(CCNC(=O)C2CCN(S(=O)(=O)N3CCC(C)CC3)CC2)cc1OCC,1,1,3,-19,0,8,4,-1.0
O=C(COC(=O)C1CCN(c2ccc(C(F)(F)F)cn2)CC1)NCc1cccc(Cl)c1,9,-4,0,0,-2,-3,29,-1.0
CN(C)C(=O)c1ccc(NC(=O)c2cc(-c3ccco3)nc3ccccc23)cc1,9,2,-32,2,-1,3,11,2.5
CC(C)(C)NC(=O)CC1C[C@H](C(=O)N2CCOCC2)[C@@]2(CCC3CCCC3)c3[nH]c4ccccc4c3CCN2C1=O (stereo partly drawn),-6,0,13,2,-2,-5,-3,0.2
Cc1ccc(CN2CCN(Cc3c(C)nn(-c4ccc(F)cc4)c3C)CC2CCO)o1 (stereo not drawn),-12,1,-4,11,1,11,0,-0.8
CCOC(=O)C1=C(C)N(CCO)C(=O)NC1c1ccccc1 (stereo not drawn),8,-5,27,-7,0,-7,17,-0.8
COc1ccc(C2NC(=S)NC(O)(C(F)(F)F)C2C(=O)c2cccs2)cc1 (stereo not drawn),0,-2,-23,21,2,-10,15,-1.0
CSc1ccccc1NC(=O)CSc1nnnn1-c1ccccc1SC,-8,-5,4,-1,-1,-3,33,-1.4
Cc1nc(CC(=O)Nc2nc(C(C)(C)C)cs2)cs1,-17,9,-5,17,2,-1,31,3.8
